Bioassay records from PubChem.
HSP90 refold inh: HSP90 refolding inhibition in rabbit reticulocyte lysate | actives 0.91% (n = 290,000) | luciferase refolding luminescence, 3 h | inhibition, % at 5.6 µM;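 active means inhibition above the screen-wide mean plus 3 SD, computed separately per campaign, cut at about 16% in these data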;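 further: 0% = DMSO wells and 100% = 60 µM geldanamycin wells; inhibitors lower the luminescence because luciferase stays unfolded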
IEC-6 tox: counter-screen for KLF5 inhibitors: cytotoxicity in IEC-6 cells; IEC-6 cytotoxicity, luminescence viability; inhibition, % at 5 µM; actives 0.78% (n = 290,000); in the data active means inhibition above about 22%;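 further: 0% = plate median of test compound wells and 100% = cytotoxic reference compound wells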
KLF5 inhibitor: suppresses KLF5 promoter-driven expression | actives 0.23% (n = 290,000) | inhibition, % at 5 µM | DLD-1 KLF5 promoter-luciferase reporter, luminescence;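 active means inhibition above a per-plate limit of that plate's mean compound inhibition plus 3 SD, cut at about 60% in these data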;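 further: 0% = DMSO wells and 100% = LY294002 at 200 µM; higher means less KLF5 promoter-driven luciferase light; inactives centre near -14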
The depositor's hits bear a star. Not all compounds are listed; rates above refer to the full screens.

SMILES	HSP90 refold inh	IEC-6 tox	KLF5 inhibitor
CCCCc1nc2ccccc2n2cc3c(=O)n(C)c(=O)n(C)c3c12	-3	-7	-17
COc1ccc(Nc2ccc3nnc(-c4ccc(Br)cc4)n3n2)cc1	-2	2	-15
C=CCn1c2ccccc2c2nnc(SCCCn3c(=O)[nH]c4ccccc43)nc21	8	-4	-27
Cn1c(=O)c2c(SC3CCCC3)nc(CC(C)(C)C)nc2n(C)c1=O	-1	-2	-40
COC(=O)[C@@]1(Cc2ccc(OC)cc2)[C@H]2c3cc(C(=O)N4CCCC4)n(Cc4ccc(OC)c(OC)c4)c3C[C@H]2CN1C(=O)c1ccccc1	2	-6	4
COCc1c(C(=O)OCC(=O)N2c3ccccc3NC(=O)C2(C)C)oc2ccccc12	6	3	3
CCCCC(=O)Nc1sc2c(c1-c1nc3ccccc3s1)CCN(C(C)=O)C2	-2	0	-45
O=S(=O)(c1ccc2oc3ccc(S(=O)(=O)N4CCCC4)cc3c2c1)N1CCCC1	-4	5	-18
Cc1ccc(NC(NC(=O)Cc2ccccc2)C(Cl)(Cl)Cl)cc1 (stereo not drawn)	1	7	1
CCC(c1nnnn1C1CCCCC1)N(Cc1ccco1)Cc1cc2ccc(OC)cc2[nH]c1=O (stereo not drawn)	0	-1	-19
O=C(Nc1nc2ccccc2s1)c1ccc2c(c1)S(=O)(=O)c1ccccc1C2=O	0	0	-21
Cc1ccc(/C=C2/SC(=O)NC2=S)o1	-1	-26	-32
CN(C)c1ccnc2sc3c(=O)n(-c4ccc(Cl)cc4)cnc3c12	0	1	-21
COc1ccc(-n2c(Cc3cc(=O)[nH]c(=O)[nH]3)nnc2SCC(=O)N2CCC(C)CC2)cc1	3	2	-7
Cc1ccc(-c2nc3ccccc3n3c(C)nnc23)cc1	0	5	-15
Cc1ccc2[nH]c(=O)c(-c3noc(-c4ccncc4)n3)cc2c1	2	-3	1
CC1CCCN(c2nc3c(c(=O)[nH]c(=O)n3C)n2CCSc2ncccn2)C1 (stereo not drawn)	4	0	-7
CCN1CCN(c2ncnc3c2oc2nc(C)c4c(c23)CC(C)(C)OC4)CC1	3	1	-20
Cc1cccc(C)c1NC(=O)C1CCCN(CCCc2ccccc2)C1 (stereo not drawn)	1	0	0
Cc1ccc(NC(=O)c2snc3c(=O)[nH]cnc23)cc1C	-2	-4	-58
Cc1nc2c3c4c(sc3n3c(SCC(=O)NCc5ccco5)nnc3n2n1)COC(C)(C)C4	-2	4	-1
Cc1sc2c(c1C)c(=O)n(-c1ccc(F)cc1)c(=O)n2CC(=O)NCc1ccco1	0	1	-21
Cc1nc(SCC(=O)c2cc3ccccc3oc2=O)c(C#N)c(C)c1C(=O)Nc1ccccc1	-3	-2	-5
N#Cc1c(NCCN)nc(NCc2ccccc2)c2c1CCN(Cc1ccccc1)C2	7	-6	-15
O.O.O.O=S(=O)([O-])OC[C@H]1O[C@@H](O[C@]2(COS(=O)(=O)[O-])O[C@H](OS(=O)(=O)[O-])[C@@H](OS(=O)(=O)[O-])[C@@H]2OS(=O)(=O)[O-])[C@H](OS(=O)(=O)[O-])[C@@H](OS(=O)(=O)[O-])[C@@H]1OS(=O)(=O)[O-].[Al]	3	-3	-10
COC(=O)CCC(=O)N1CCc2cc(S(=O)(=O)N3CCN(c4ccccc4Cl)CC3)ccc21	-1	-8	-6
Cn1c(=O)c2c(nc(SCC(=O)N3c4ccccc4CCc4ccccc43)n2C)n(C)c1=O	-2	-3	-23
COc1cc(/C=C2\SC(=O)N(Cc3ccc(Cl)cc3)C2=O)cc([N+](=O)[O-])c1O	0	7	10
COc1ccccc1N1CCN(C(=O)c2nn(-c3ccccc3OC)c(=O)c3ccccc23)CC1	7	8	15
O=C(NCCC1=CCCCC1)C1CCN(S(=O)(=O)c2ccc(-n3cnnn3)cc2)CC1	-5	1	-9
CCCn1c(SCC(=O)NC(=O)NCc2ccco2)n[nH]c1=O	4	-4	-8
Cc1cc(NC(=O)c2cnc3ccccn3c2=O)no1	-2	10	-58
Nc1nc(N2CCOCC2)n[nH]1	4	5	-26
CCCn1nnnc1SCC(=O)NNC(=O)C1CCCCC1	0	-1	3
CCSC1=C(C#N)C(c2ccc(F)cc2)CC(=O)N1 (stereo not drawn)	0	3	-28
C/C(CC(=O)NC1CCCC1)=N\NC(=O)C1CCCCC1	0	6	-8
Cc1ccc2c(c1)sc1ncc(NC(=O)c3ccccc3)c(=O)n12	-1	-2	-19
Cc1nc([N+](=O)[O-])c(Br)n1CC(=O)c1ccc(F)cc1	6	18	-16
CC(=O)c1ccc(N2CCN(C(=O)c3ccc4c(Cl)c5c(nc4c3)CCCC5)CC2)cc1	5	-2	-20
COC(=O)c1sc(N2C(=O)c3oc4ccccc4c(=O)c3C2c2cccs2)nc1C (stereo not drawn)	1	-2	-14
NNc1ccccc1C(F)(F)F	-1	-3	-6
Cc1ccc2nc(NC3=NCN(Cc4ccc5c(c4)OCO5)CN3)nc(C)c2c1	4	9	6
Clc1nssc1=Nc1ccccc1	1	1	-2
O=C(Nc1ccc(Cl)cc1)/C(=C/c1ccc([N+](=O)[O-])cc1)c1nc2ccccc2s1	-1	1	4
CCOc1ccc(-c2nc(-c3ccc(OC)c(OC)c3)no2)cc1OCC	2	-2	-47
O=C(COc1nsnc1N1CCOCC1)N1CCOCC1	0	-1	-23
Nc1ccccc1-c1n[nH]c(=S)s1	0	3	-7
CCn1cc(C(=O)N=c2sc3ccccc3n2C)c(=O)c2ccc(C)nc21	3	7	10
CC(C)c1ccc(S(=O)(=O)c2ccc(NN)cc2)cc1	6	4	-18
COC(=O)c1ccc(/C=N/Nc2nc(-c3ccc(Cl)cc3Cl)cs2)cc1	2	-2	-14
COc1ccc(-c2nsc3c(SCC(=O)Nc4cc(C)ccc4C)ncnc23)cc1	-9	2	-17
N#CC1=C2SCC(O)(c3ccccc3)N2C(=O)CC1c1cccs1 (stereo not drawn)	3	82*	72*
O=C1c2ccccc2C(=O)N1CCCCN1CCN(CCCCN2C(=O)c3ccccc3C2=O)CC1	4	-10	-2
O=C1CCCC(NCCCCCCNC2=C([N+](=O)[O-])C(=O)CCC2)=C1[N+](=O)[O-]	-1	-1	-17
c1cc(-c2noc(-c3ccc4c(c3)OCO4)n2)ccn1	3	-8	-71
COc1ccc(Cc2nnc(NC(=O)Cc3cccs3)s2)cc1	4	0	9
CC(=O)c1ccc(N2C(=O)C3C(C2=O)C(C(=O)c2ccc(Cl)cc2)N2CCCC32)cc1 (stereo not drawn)	3	1	-25
COc1ccc2c(c1)c1ncnc(N3CCN(Cc4ccc5c(c4)OCO5)CC3)c1n2C	-1	0	-17
COc1ccc2c(c1)C(=O)[C@@H](OC(=O)NCc1ccc3c(c1)OCO3)[C@H](c1ccc(OC)c(Br)c1)O2	0	-2	0
Cc1cc(C)c(C(=O)Nc2ccc(S(=O)(=O)Nc3onc(C)c3C)cc2)c(C)c1	-1	-5	15
(next part)
SMILES	HSP90 refold inh	IEC-6 tox	KLF5 inhibitor
FC(F)(F)c1ccc(C2Nc3cccc4cccc(c34)N2)cc1	4	10	11
CCOC(=O)/C(C#N)=C/Nc1cc(C(=O)OCC)cc2c(OC)c(OC)ccc12	-1	2	-18
CCN(CC)CCN1C(=O)C(=O)/C(=C(/O)c2ccc(Cl)cc2)C1c1ccncc1 (stereo not drawn)	-1	-2	-12
O=C(CSc1nc2c(cnn2-c2ccc(F)cc2)c(=O)[nH]1)N1N=C(c2cccs2)CC1c1ccc(F)cc1 (stereo not drawn)	4	6	0
CCOC(=O)c1sc(NC(=O)c2noc3c2CCCC3)c(C(=O)OCC)c1C	0	5	-24
Cc1cccc2cc(CN(Cc3cccs3)C(c3nnnn3C3CCCC3)C(C)C)c(=O)[nH]c12 (stereo not drawn)	0	-1	-28
Cc1[nH]n(-c2ccc(C(=O)O)cc2)c(=O)c1CCO	0	-3	-8
Cc1c2c(=O)n(-c3nc4ccccc4s3)nc-2cc(O)n1Cc1ccccc1	3	-5	-22
COC(=O)c1sc2nc(N3CCCCC3)c3c(c2c1N)CC(C)(C)N(C)C3	-1	5	-11
CC1CN(C(NC(=O)c2ccccc2)C(Cl)(Cl)Cl)CC(C)O1 (stereo not drawn)	-3	0	-5
CCc1ccc(C2NC(C(=O)O)CS2)cc1 (stereo not drawn)	-1	2	1
COc1ccc2c(c1)c(=O)oc1cc3oc(C)c(C)c3cc12	3	1	-2

Arranged by count of non-hydrogen atoms (ascending): 22 of the compounds above
SMILES	HSP90 refold inh	IEC-6 tox	KLF5 inhibitor
Nc1nc(N2CCOCC2)n[nH]1	4	5	-26
Clc1nssc1=Nc1ccccc1	1	1	-2
Cc1ccc(/C=C2/SC(=O)NC2=S)o1	-1	-26	-32
Cc1[nH]n(-c2ccc(C(=O)O)cc2)c(=O)c1CCO	0	-3	-8
c1cc(-c2noc(-c3ccc4c(c3)OCO4)n2)ccn1	3	-8	-71
O=C(COc1nsnc1N1CCOCC1)N1CCOCC1	0	-1	-23
COc1ccc2c(c1)c(=O)oc1cc3oc(C)c(C)c3cc12	3	1	-2
Cc1ccc(NC(NC(=O)Cc2ccccc2)C(Cl)(Cl)Cl)cc1 (stereo not drawn)	1	7	1
N#CC1=C2SCC(O)(c3ccccc3)N2C(=O)CC1c1cccs1 (stereo not drawn)	3	82*	72*
COc1ccc(Nc2ccc3nnc(-c4ccc(Br)cc4)n3n2)cc1	-2	2	-15
Cc1cccc(C)c1NC(=O)C1CCCN(CCCc2ccccc2)C1 (stereo not drawn)	1	0	0
COC(=O)c1sc2nc(N3CCCCC3)c3c(c2c1N)CC(C)(C)N(C)C3	-1	5	-11
CCCCC(=O)Nc1sc2c(c1-c1nc3ccccc3s1)CCN(C(C)=O)C2	-2	0	-45
O=C(Nc1nc2ccccc2s1)c1ccc2c(c1)S(=O)(=O)c1ccccc1C2=O	0	0	-21
COc1ccc(-c2nsc3c(SCC(=O)Nc4cc(C)ccc4C)ncnc23)cc1	-9	2	-17
O=C(NCCC1=CCCCC1)C1CCN(S(=O)(=O)c2ccc(-n3cnnn3)cc2)CC1	-5	1	-9
COc1ccc2c(c1)c1ncnc(N3CCN(Cc4ccc5c(c4)OCO5)CC3)c1n2C	-1	0	-17
Cc1nc2c3c4c(sc3n3c(SCC(=O)NCc5ccco5)nnc3n2n1)COC(C)(C)C4	-2	4	-1
Cc1nc(SCC(=O)c2cc3ccccc3oc2=O)c(C#N)c(C)c1C(=O)Nc1ccccc1	-3	-2	-5
CCC(c1nnnn1C1CCCCC1)N(Cc1ccco1)Cc1cc2ccc(OC)cc2[nH]c1=O (stereo not drawn)	0	-1	-19
O=C1c2ccccc2C(=O)N1CCCCN1CCN(CCCCN2C(=O)c3ccccc3C2=O)CC1	4	-10	-2
O.O.O.O=S(=O)([O-])OC[C@H]1O[C@@H](O[C@]2(COS(=O)(=O)[O-])O[C@H](OS(=O)(=O)[O-])[C@@H](OS(=O)(=O)[O-])[C@@H]2OS(=O)(=O)[O-])[C@H](OS(=O)(=O)[O-])[C@@H](OS(=O)(=O)[O-])[C@@H]1OS(=O)(=O)[O-].[Al]	3	-3	-10

The listing continues:
SMILES	HSP90 refold inh	IEC-6 tox	KLF5 inhibitor
O=C(CCNS(=O)(=O)c1ccc(Br)s1)N1CCN(c2ccccc2)CC1	10	-9	-25
C[C@@H](C(=O)Nc1ccc2ccccc2c1)[C@H]1C[C@]1(C)[C@H](NP(=O)(c1ccccc1)c1ccccc1)c1ccccc1	1	1	6
Cc1cccc(NC(=O)C2CCCN2S(=O)(=O)c2cccc3cccnc23)c1 (stereo not drawn)	-3	-3	-17
CCn1cc(C(=O)N/N=C(/C)c2ccc(F)cc2)c(=O)c2cc(F)c(N3CCCC3)cc21	-2	4	-36
COc1ccc(/C(N)=N/OC(=O)CN(C)S(=O)(=O)c2ccccc2)cc1	2	0	-28
CCn1c(SCC(=O)N2CCC(C(N)=O)(N3CCCCC3)CC2)nc2ccccc2c1=O	1	-2	5
O=C(OCC#CCSc1nnc(-c2ccncc2)o1)c1sc2ccccc2c1Cl	8	0	-13
Oc1oc(-c2cccc3ccccc23)nc1C=NCc1ccccc1	2	1	-30
COc1ccc(CSc2nnc(NC(C)=O)s2)cc1[N+](=O)[O-]	-2	-1	-2
O=C(c1ccco1)[C@@H]1[C@@H]2C(=O)N(c3ccc(Br)cc3)C(=O)[C@@H]2C2c3ccccc3C=CN21 (stereo partly drawn)	9	-1	-25
CC(=O)N1C(C)(C)CC(=NOS(=O)(=O)c2ccccc2)CC1(C)C	-1	-6	-33
CSc1ncc(CN2CCN(C3CCN(C(C)C)CC3)C(CCO)C2)cn1 (stereo not drawn)	-2	-5	-16
Cc1nnc2sc(-c3cccc(NC(=O)c4ccc(-c5cccc(Cl)c5)o4)c3)nn12	-5	-3	-14
CCn1cc(C(=O)Nc2nnc(C)s2)c(=O)c2cc(F)c(N3CCN(C(=O)c4ccco4)CC3)cc21	4	2	-30
O=C(C1CCC(C(=O)N2CCCC2)CC1)N1CCCC1 (stereo not drawn)	-4	-2	-15
COc1ccc(-c2nn3c(-c4ccncc4)nnc3s2)cc1OC	-2	2	-16
COc1ccccc1NC(=O)C1=C(C)NC(SCC(=O)c2ccc(C)cc2)=C(C#N)C1c1ccco1 (stereo not drawn)	3	4	-14
Cn1c(=O)[nH]c(=O)c2c1nc(N1CCCC1)n2CCSc1nc2ccccc2[nH]1	2	3	-5
O=C(CN1CCN(c2ncccn2)CC1)N1CCN(C(c2ccccc2)c2ccccc2)CC1	4	-5	-6
CC(C)(C)N1CCC1CN (stereo not drawn)	1	-1	-43
Cc1ccnc(NC(=O)CCC(=O)N(CC(=O)NCCc2ccccc2)Cc2ccco2)c1	-3	-1	-4
CCc1cc2c(cc3c(=O)n(CC(=O)NCCCN4CC(C)CC(C)C4)ncn32)s1 (stereo not drawn)	-2	5	-28
